West Nile antiviral: West Nile virus antiviral activity, cell-based, CPE readout (AID 1621) | West Nile virus-infected cells, CPE inhibition; higher % means a stronger effect | one-dose CPE inhibition, % at 10 µM; IC50 in µM for titrated hits | actives 0.02% (n = 290,000); in the data active means a potency from the dose series; further: strong numbers were not always called active
Large T inhibition: SV40 large T antigen inhibitors, biochemical (AID 1903) | SV40 large T antigen ATPase/helicase inhibition assay; higher % means a stronger effect | one-dose inhibition, % at 20 µM; IC50 in µM for titrated hits | actives 0.39% (n = 310,000); in the data active means a potency from the dose series; further: strong numbers were not always called active
NTR1 agonist: agonists of NTR1, primary screen, imaging, U2OS cells, beta-arrestin-GFP, high content (AID 493036) | NTR1-U2OS beta-arrestin-GFP spot imaging, agonist mode | Neurotensin receptor type 1 (Homo sapiens), P30989 | actives 0.17% (n = 330,000) | activation, % at 20 µM;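 active means activation at or above 40% of the spot to cytoplasm intensity ratio, with at least 20 cells analyzed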;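 further: 0% = DMSO without peptide and 100% = 100 nM NTR1 peptide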
Target sequence (P30989 whole entry, looked up): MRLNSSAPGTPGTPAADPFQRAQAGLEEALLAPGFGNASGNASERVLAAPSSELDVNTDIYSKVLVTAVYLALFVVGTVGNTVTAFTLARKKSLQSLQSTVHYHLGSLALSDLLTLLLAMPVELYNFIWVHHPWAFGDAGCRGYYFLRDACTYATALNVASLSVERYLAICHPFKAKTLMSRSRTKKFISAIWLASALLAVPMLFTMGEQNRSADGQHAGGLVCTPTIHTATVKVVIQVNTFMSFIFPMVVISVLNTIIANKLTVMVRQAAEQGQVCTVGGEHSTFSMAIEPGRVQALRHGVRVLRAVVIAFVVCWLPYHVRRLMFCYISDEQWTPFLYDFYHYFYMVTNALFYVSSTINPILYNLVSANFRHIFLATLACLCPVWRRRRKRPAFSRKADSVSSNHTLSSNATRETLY
T cell HTS: modulators of CD8 T cell-vesicle binding, primary screen, mouse 2C CD8+ T cells, flow cytometry. AID 2052, 2009. 2C CD8+ T cell-vesicle binding; hits give low values. calls only at 7 µM. actives 0.068% (n = 330,000);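 active means response, share of CD8 T cells binding vesicles, and their 90th percentile fluorescence all below set limits, cut at about 80% in these data, passing the limit was not always enough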
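Assay system – 2C mouse CD8+ T cells · Also added – QL9-loaded Drosophila micro-vesicles · Timing – Cell–vesicle co-incubation 1.5 h at 37 °C, staining 20 min on ice · Signal – flow cytometry of vesicle-bound cells · Measure – percent CD8+ FL2 mean versus row control · Controls – Peptide-free naked vesicles (low) and QL9 vesicles with 0.7% DMSO vehicle (high)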
K1F lysis inhibition: inhibition of K1F phage lysis, E. coli UTI89, bacterial capsule biogenesis inhibitors, alamar blue (AID 488966) | E. coli UTI89 K1F phage lysis, alamar blue, 2 h; higher % means a stronger effect | inhibition, % at 100 µM; hits with a dose series show IC50 in µM | actives 0.02% (n = 340,000);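 active means phage lysis inhibition, versus mean bacterial control, above a set limit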;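 further: capsule biogenesis inhibitors block K1F phage lysis so surviving cells raise fluorescence; higher fluorescence means more inhibition of phage lysis; actives were called in the ten point dose series up to 300 µM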
Rac1 GTP hydrolysis: MgcRacGAP GTPase-activating activity inhibitors, confirmation, biochemical, ADP Hunter fluorescence; inhibition, % at 30 µM, or IC50 in µM where a hit was titrated; actives 0.6% (n = 340,000); Rac GTPase-activating protein 1 (Homo sapiens); MgcRacGAP-stimulated Rac1 GTP hydrolysis, ADP Hunter fluorescence; higher % means a stronger effect; GST-tagged Rac1 F28L mutant substrate; AID 624330, 2012;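 active means first-screen hits whose inhibition reached a set limit at any dose in the follow-up dose series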;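 further: fluorescence reports GDP produced by GAP-driven GTP hydrolysis; strong numbers were not always called active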
PhoP inhibition: inhibitors of PhoP regulon expression, primary screen, Salmonella Typhimurium, GFP reporter (AID 1863) | S. Typhimurium PhoP-regulated promoter GFP reporter, 4 h; higher % means a stronger effect | one-dose inhibition, % at 50 µM; IC50 in µM for titrated hits | actives 0.16% (n = 300,000);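 active means inhibition over 29.93%, a cutoff 3 SD above the screen mean, later confirmed by dose response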;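 further: 0% = low Mg2+ inducing control and 100% = high Mg2+ repressing control; strong numbers were not always called active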
RSV antiviral HEp-2: RSV antiviral activity via CPE protection, HEp-2 cells, primary 10 µM value included (AID 2391) | actives 0.13% (n = 310,000) | CPE inhibition, % at 10 µM, or IC50 in µM where a hit was titrated | HEp-2 cells, RSV-induced CPE inhibition; higher % means a stronger effect; in the data active means a potency from the dose series; further: strong numbers were not always called active
NS5 inhibitors: Dengue-2 NS5 methyltransferase inhibitors, primary screen, biochemical, confirmation dose response (AID 588689); inhibition, % at 25 µM; hits with a dose series show IC50 in µM; Genome polyprotein (Dengue virus type 2 (strain 16681-PDK53)); actives 0.3% (n = 340,000); Dengue-2 NS5 methyltransferase capping enzyme assay, biochemical; higher % means a stronger effect; in the data active means a potency from the dose series
T cell HTS vesicle-bound %: recorded beside T cell HTS, whose call it bears; double positive events, %; measured here: CD8+ vesicle-bound cell fraction;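 binding gate set so that unloaded-vesicle control wells show 10% double positive cells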
NTR1 agonist cell count 20 µM: second read-out of NTR1 agonist, no call of its own (marks repeat the call); cell count; measured here: cell count, cytotoxicity flag
NS5 inhibitors pilot replicate: also measured in NS5 inhibitors; calls as there; inhibition, %; measured here: pilot screen replicate inhibition
An asterisk follows results filed as active; i = inactive; . = not tested or not shown; [ ] = dose if it differs, or a comment.

The first two entries as a preview:
SMILES | West Nile antiviral | Large T inhibition | NTR1 agonist | NTR1 agonist cell count 20 µM | T cell HTS | T cell HTS vesicle-bound % | K1F lysis inhibition | Rac1 GTP hydrolysis | PhoP inhibition | RSV antiviral HEp-2 | NS5 inhibitors | others
O=[N+]([O-])c1cccc2ncccc12 | 0.8% | 5.2% | -0.4 | 45 | i | 18.1 | 0.1% | 14.9% | 1.6% | 0.5% | -1.6%
CS(=O)(=O)N(CC(=O)NCCSC1CCCCC1)c1ccc2c(c1)OCO2 | -0.3% | -0.1% | 0.8 | 45 | i | 44.8 | 0.2% | 1.1% | 0.5% | 0.0% | -10.4%

Main list, previewed entries included:
SMILES | West Nile antiviral | Large T inhibition | NTR1 agonist | NTR1 agonist cell count 20 µM | T cell HTS | T cell HTS vesicle-bound % | K1F lysis inhibition | Rac1 GTP hydrolysis | PhoP inhibition | RSV antiviral HEp-2 | NS5 inhibitors | others
O=[N+]([O-])c1cccc2ncccc12 | 0.8% | 5.2% | -0.4 | 45 | i | 18.1 | 0.1% | 14.9% | 1.6% | 0.5% | -1.6%
CS(=O)(=O)N(CC(=O)NCCSC1CCCCC1)c1ccc2c(c1)OCO2 | -0.3% | -0.1% | 0.8 | 45 | i | 44.8 | 0.2% | 1.1% | 0.5% | 0.0% | -10.4%
O=C(NCN1C(=O)C2C3C=CC(C3)C2C1=O)OC1CCCCC1 (stereo not given) | 0.8% | 0.5% | 0.3 | 31 | i | 36.3 | 0.1% | 10.0% | 10.2% | 0.6% | 0.0%
O=c1c2ccccc2nc(COc2ccccc2)n1/N=C/c1ccco1 | 0.4% | 15.2% | -0.1 | 30 | i | 28.5 | -0.2% | -0.9% | -2.5% | -1.9% | -1.6%
O=C(O)CN1C2=NCCCN2c2ccccc21 | 0.2% | 26.7% | -0.5 | 84 | i | 49.8 | -2.1% | -0.6% | -4.5% | -0.2% | -1.5%
O=C(COC(=O)[C@@H]1CC(O)CN1S(=O)(=O)c1ccc([N+](=O)[O-])cc1)NC12CC3CC(CC(C3)C1)C2 (stereo not given in full) | 0.2% | 3.8% | 1.3 | 86 | i | 26.6 | 0.1% | 12.1% | 13.4% | 1.2% | -5.4%
O=C(Nc1ccc(F)cc1F)C1CCN(S(=O)(=O)c2cccnc2)CC1 | 0.1% | 10.6% | 1.1 | 54 | i | 27.0 | 0.3% | 6.3% | -8.7% | 1.2% | -4.9%
C[C@]12C=CC(=O)C=C1CC[C@@H]1[C@@H]2[C@@H](O)C[C@@]2(C)[C@H]1CC[C@]2(O)C(=O)COC(=O)CCC(=O)O | 0.8% | 15.5% | 7.4 | 52 | . | . | 2.8% | 1.1% | -3.7% | -1.9% | -0.7%
O=C(NC1CCCCC1)C1COc2ccccc2O1 (stereo not given) | . | 14.7% | 0.5 | 62 | i | 25.6 | 2.3%[50 µM] | 1.1% | 1.4% | -0.8% | -0.7%
CCOc1ccc(Nc2cc(C)nc3c(C)cccc23)cc1 | -1.4% | 5.3% | 6.6 | 53 | i | 52.5 | 0.5% | 10.2% | 9.3% | -0.6% | -5.8%
O=C(CN1CCN(c2ccccn2)CC1)NC(=O)NC1CCCCC1 | 0.8% | 8.5% | 0.5 | 63 | i | 1.7 | 1.0% | 12.4% | -5.1% | 0.6% | -6.1%
COc1cccc(CN2CCN(Cc3cc(OC)c(OC)cc3OC)CC2)c1 | -0.3% | 18.8% | -1.4 | 56 | i | 64.8 | -0.1% | . | -6.4% | 0.1% | 5.2%
COc1ccc(CC(=O)Nc2ccccc2C(C)=O)cc1S(=O)(=O)N1CCOCC1 | . | -0.8% | -0.1 | 68 | i | 13.1 | 0.8%[50 µM] | 1.0% | -3.6% | -1.6% | 0.7%
CN(Cc1ccccc1)C(=O)COC(=O)Cc1ccc(Cl)cc1 | . | . | -0.6 | 61 | i | 19.7 | -1.2% | -4.5% | . | . | -9.7%
O=C(Oc1ccc2ccc(=O)oc2c1)c1cccs1 | -0.2% | 29.4% | -1.1 | 64 | i | 44.9 | -8.4% | -4.7% | 9.2% | 0.9% | -5.1%
O=C(c1ccc2c(=O)n(Cc3ccccc3)c(=S)[nH]c2c1)N1CCCC1 | -1.0% | 9.2% | 1.4 | 55 | i | 47.8 | -0.2% | 4.8% | 2.2% | 7.4% | -8.0%
Cc1nn(CCO)c(N)c1C1(O)C(=O)Nc2c(Cl)cc(Cl)cc21 (stereo not given) | 0.0% | 7.3% | 0.7 | 38 | i | 22.8 | -0.6% | 3.9% | 12.5% | 3.7% | -5.2%
Cc1nc2ccccc2nc1OCC(=O)Nc1ccc(F)cc1 | -0.5% | 7.8% | 2.1 | 58 | i | 36.1 | -1.1% | -81.9% | 5.9% | 0.7% | 1.6%
COc1cc(C2c3c(-c4ccccc4)n[nH]c3C(=O)N2c2ccccc2)ccc1O (stereo not given) | 1.0% | 10.7% | 5.5 | 98 | i | 20.5 | -0.6% | 5.8% | 2.3% | 0.8% | 1.4%
O=C(COC(=O)c1nc(Cl)ccc1Cl)NCCc1ccccc1 | . | -0.7% | 1.3 | 59 | i | 49.1 | 0.8%[50 µM] | 4.4% | -3.3% | 0.0% | 2.9%
CC(=O)c1ccc(NS(=O)(=O)c2ccc3c(c2)N(C)CCO3)cc1 | 0.0% | 14.0% | 0.5 | 67 | i | 50.1 | 0.1% | 9.5% | -0.3% | 1.7% | 0.0%
Cc1ccc(/C=N/Nc2ccc3c(C(F)(F)F)cc(C(F)(F)F)nc3n2)cc1 | -0.1% | 3.7% | 3.4 | 75 | i | 3.3 | 0.1% | 8.0% | 3.9% | 1.1% | 16.5%
O=C(Nc1ccc(OC(F)(F)F)cc1)C1=NCCN1 | 0.0% | 26.0% | 0.1 | 45 | i | 1.3 | 0.3%[50 µM] | 6.5% | 7.3% | 0.3% | 2.6%
CNCC(O)CN1CCN(c2ccccc2OC)CC1 (stereo not given) | 0.1% | 6.7% | -0.7 | 38 | i | 52.2 | -0.5% | 3.2% | -1.7% | -1.3% | -10.2%
Cn1ncc2nc[nH]c(=O)c21 | 0.0% | 9.1% | -0.4 | 80 | i | 40.1 | 0.3% | 4.3% | -0.8% | 2.7% | -5.9%
C=C(C)c1cccc(C(C)(C)NC(=O)N(C)C2CCN(C)CC2)c1 | 0.9% | 18.4% | 1.3 | 96 | . | . | . | . | 4.5% | . | .
O=c1c(-c2ccccc2)c(O)nc2ccccn12 | 0.4% | 7.0% | 0.6 | 61 | i | 65.7 | 0.3% | 10.7% | -7.6% | 1.7% | 1.4%
O=C1CC(c2cccs2)CC(O)=C1C=NCCN1CCNCC1 (stereo not given) | 0.5% | 0.9% | -0.2 | 53 | i | 37.0 | 2.1% | 2.6% | 12.5% | -0.1% | -5.5%
COc1ccc(S(=O)(=O)N(CC(C)C)C2CCS(=O)(=O)C2)cc1OC (stereo not given) | . | 1.8% | -0.3 | 42 | i | 60.2 | 0.7%[50 µM] | 7.4% | 4.2% | 3.2% | -2.9%
CCC(=O)N=c1sc2c(C)cc(C)cc2n1CC(=O)OC | -0.1% | 2.1% | 0.6 | 95 | i | 33.4 | 0.4% | 11.5% | 9.3% | 1.7% | -0.7%
O=C(COC(=O)C1=COCCO1)Nc1ccc(Oc2ccccc2)cc1 | 1.8% | 6.9% | -2.8 | 96 | i | 2.6 | 0.5% | -0.2% | -1.6% | 2.0% | -11.9% | NS5 inhibitors pilot replicate=-0.6
CC(C)c1ccc(C(=O)CN2C(=O)NC3(CCc4ccccc43)C2=O)cc1 (stereo not given) | . | . | 3.0 | 50 | i | 38.3 | 0.2% | 0.1% | . | . | 3.2%
O=C(Nc1ccccc1C(=O)NCCCN1CCOCC1)c1ccc(F)cc1 | -0.2% | 7.5% | -0.9 | 50 | i | 19.7 | 0.3%[50 µM] | 3.9% | -7.8% | 0.4% | -3.2%
COc1ccc2c(C)cc(SCn3nnc4ccccc4c3=O)nc2c1 | -1.0% | 3.8% | 2.9 | 45 | i | 17.1 | -0.2% | 7.0% | -5.5% | 13.3% | -2.2%
O=C(NCc1cccnc1)c1cnc2ccccc2n1 | 0.0% | -0.3% | 0.1 | 47 | i | 33.0 | -1.5% | -1.7% | -2.2% | 1.4% | 7.8%
CCn1c(=O)c(C(=O)NNC(=O)c2ccccc2)c(O)c2ccccc21 | 0.0% | -4.2% | -1.0 | 59 | i | 39.5 | 0.1% | 6.7% | 10.8% | 3.1% | -13.0%
O=C(NCCCN1CCOCC1)c1cc(-c2ccc(Cl)c(Cl)c2)on1 | -0.2% | 10.0% | 1.1 | 45 | i | 16.9 | 0.2% | -5.5% | -1.5% | 0.6% | -1.6%
CC(C)Oc1ccc(C(=O)Nc2cc(=O)n(C)c(=O)n2C)cc1 | 0.7% | 4.6% | -1.5 | 95 | i | 34.4 | 0.1% | 2.8% | -8.4% | 2.1% | -7.0%
O=C1CN(C(=O)c2ccccc2F)C(c2ccccc2)c2cc(Cl)ccc2N1 (stereo not given) | -0.1% | 5.4% | 4.3 | 94 | i | 62.8 | 0.1% | . | -1.2% | 2.3% | -2.0%
O=[N+]([O-])c1cc(Cl)ccc1N1CCCC1 | -0.2% | . | 0.5 | 111 | i | 47.8 | 0.6% | 7.0% | . | 2.9% | .
CS(=O)(=O)c1ccccc1C(=O)NC1CCCc2ccccc21 (stereo not given) | -0.2% | -0.8% | -1.2 | 31 | i | 47.3 | 0.0% | 6.8% | 5.6% | -0.5% | -12.7%
CC(C)(C)NS(=O)(=O)c1ccc(NC(=O)NC2CCCCC2)cc1 | 0.1% | 20.1% | 0.3 | 64 | i | 41.6 | 1.2% | 7.3% | -5.6% | 0.3% | 2.4%
Cc1ccc(NC(=O)C2CC=CCC2C(=O)N2CCCCC2)cc1 (stereo not given) | -0.7% | -2.1% | -2.2 | 55 | i | 52.6 | 0.3% | 4.6% | 8.0% | 1.0% | 0.0%
Cc1ccc(CSc2nc3ccccc3cc2C=O)cc1 | 0.7% | -1.1% | 17.0 | 64 | i | 50.3 | 0.3% | 8.5% | 3.6% | 0.5% | 0.0%
Cc1ccc(CNC(=O)C2C3C=CC4(CN(Cc5cccnc5)C(=O)C24)O3)cc1 (stereo not given) | 0.1% | 7.6% | -0.9 | 109 | i | 39.7 | 2.3% | -3.4% | 1.2% | 1.0% | 0.0%
O=C(CCSCc1ccc(Cl)cc1)NCCC1=CCCCC1 | -0.2% | 2.2% | 0.1 | 52 | i | 51.3 | 3.0% | -1.3% | 7.3% | 1.4% | 2.9%

From PubChem BioAssay
